# E-selectin induc: E-selectin induction on HUVECs. HUVEC E-selectin immunofluorescence imaging; normalized: neutral wells 0, TNF-alpha wells 100. activation, % at 7.58 µM. AID 686992. 260,000 tested, 0.37% active. P16581;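 active = mean E-selectin-positive cell signal at least 10% of the positive control, reached in at least 60% of replicates, without over 20% cell loss; inconclusive = no rule given, readout overlaps actives, possibly toxicity-flagged; inactive = the rest, including those meeting only one limit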;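 also: in these data hits start at about 27%; measured in HUVEC primary endothelial cells; signal is the percent of cells scored E-selectin positive by PE staining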
#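 Material: HUVEC primary endothelial cells; Amount: 3,000 cells per well; Dosing: single concentration; Medium: EGM-2 growth medium on 0.1% gelatin-coated wells; Read-out basis: percent E-selectin-positive cells; Signal: immunofluorescence imaging; Control set: TNF-alpha, DMSO.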
# FN deposit inh: fibronectin deposition inhibition; AH1F fibroblasts, Alexa488-fibronectin deposition fluorescence, overnight; AID 743247; inhibition, % at 12.6 µM; 350,000 tested, 0.086% active;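 active = mean inhibition across replicates of 30% or more, regardless of how many single replicates reach that level; inconclusive = mean under 30% yet at least half of replicates reach 30%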;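 also: positive control wells lacked labelled fibronectin entirely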
#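 Schedule: 1 h cell adhesion before compound, then overnight fibronectin incubation; test system: AH1F fibroblast monolayer depositing Alexa488-labelled fibronectin into matrix; quantity: 10000 AH1F cells per well; probe or stimulus: fluorescent fibronectin at 24 nM final; signal: fluorescence, ex 485 nm, em 525 nm; evaluation: percent inhibition as loss of matrix-bound fibronectin fluorescence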
# esBAF inh: inhibitors of esBAF chromatin remodeling in mouse ES cells | AID 602393 | 350,000 tested, 2% active | Bmi1-luciferase knock-in reporter, 24 h; 100% = twice the neutral-well signal | reporter increase, % at 12.5 µM; in the data active = activation above about 40%; inconclusive = no clear call, values can overlap the other calls;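 also: 0% = median of the plate's neutral control wells and 100% = double that signal; a rise in the Bmi1 reporter signal indicates esBAF inhibition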
# RAD54 branch: inhibitors of human RAD54 branch migration; 360,000 tested, 0.14% active; RAD54 Holliday junction branch migration, FAM/BHQ fluorescence; inhibition, % at 10.4 µM; Q92698;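 active = mean normalized replicate activity at least 40 and at least half of replicates scoring 40 or more; inconclusive = only one of the two criteria met; inactive = mean below 40 and under half of replicates reaching 40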;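 also: 0% = median of neutral control wells and 100% = median of positive control wells; inhibitors cause a drop in the FAM fluorescence signal; in these data hits start at about 50%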
# EWS-Fli inh: blocks EWS/Fli oncoprotein-driven transcription; A673 NR0B1-luciferase reporter, viability-normalised; inhibition, % at 12.6 µM; 350,000 tested, 0.67% active;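 active = mean inhibition of at least 50% after viability correction, with every replicate also passing that limit; inconclusive = mean reaches 50% but only one of two replicates passes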;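 also: firefly luciferase signal divided by Alamar Blue viability fluorescence both relative to DMSO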
# XiGFP reactiv: activators of X-chromosome reactivation in mouse fibroblasts | XiGFP mouse fibroblasts, % GFP-positive cells imaging, 3 d; cells co-treated with 5-aza-dC sensitizer; scaled so ellipticine positive control = 100% | activation, % at 7.58 µM | 360,000 tested, 0.055% active | AID 743238;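 active = mean normalized replicate activation at least 10% and every replicate at or above 10%; inconclusive = only one of the two criteria met; inactive = mean below 10% and not all replicates reach 10%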;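 also: 0% = median of on-plate neutral control wells and 100% = ellipticine 6 µM median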
#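 Schedule: 3 d treatment, 15 min room-temperature fixation; system: 68-5-11 XiGFP fibroblast line; buffer or medium: DMEM plus 5-aza-dC sensitizer; control set: ellipticine 6 µM positive control; compound: one concentration, pinned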
# RAD52 anneal inh: blocks human RAD52 DNA annealing. recombinant RAD52 DNA annealing, FRET fluorescence. inhibition, % at 18.7 µM. 360,000 tested, 0.46% active;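 active = every replicate showing at least 50% inhibition; inconclusive = mean inhibition at least 50% but not in every replicate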
# Target sequence (P43351 whole entry, looked up): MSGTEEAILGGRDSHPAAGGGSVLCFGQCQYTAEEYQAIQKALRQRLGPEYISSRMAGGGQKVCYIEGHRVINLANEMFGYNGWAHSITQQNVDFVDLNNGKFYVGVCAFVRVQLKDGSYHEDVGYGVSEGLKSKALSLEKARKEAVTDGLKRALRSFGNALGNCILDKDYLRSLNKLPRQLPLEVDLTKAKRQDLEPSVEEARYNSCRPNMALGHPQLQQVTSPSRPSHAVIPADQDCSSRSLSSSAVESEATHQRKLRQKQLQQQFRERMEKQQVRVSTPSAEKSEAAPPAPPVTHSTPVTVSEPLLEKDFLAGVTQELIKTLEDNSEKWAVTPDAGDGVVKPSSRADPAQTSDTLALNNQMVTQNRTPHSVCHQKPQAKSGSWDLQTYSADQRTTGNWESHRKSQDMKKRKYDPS
# S100A4 MyoIIA: S100A4-myosin IIA interaction inhibition. S100A4/TAMRA-MyoIIA peptide fluorescence polarization. 360,000 tested, 0.14% active. inhibition, % at 10.7 µM. P26447;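 active = mean inhibition of at least 70% across replicates, with every replicate also reaching that level; inconclusive = mean inhibition reaches 70% but some replicates fall short; inactive = mean inhibition below 70%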
# Target sequence (P26447 whole entry, looked up): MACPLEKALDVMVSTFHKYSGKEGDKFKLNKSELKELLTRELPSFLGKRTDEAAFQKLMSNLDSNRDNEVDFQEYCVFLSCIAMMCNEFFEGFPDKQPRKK
#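 Material: S100A4 monomer (human). Medium: Calcium-containing HEPES buffer, pH 7.2. Probe or stimulus: labelled myosin peptide probe, 5 nM. Compound dosing: one concentration per compound. Timing: polarization read 5 min after assay mix addition, stable 5–60 min. Benchmarks: DMSO as neutral control, TFP as positive control.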
# Starred values were filed as active, the others as inactive; ? = inconclusive; / = no result given; & = joins results of further samples.
# Value order – RAD54 branch	esBAF inh	XiGFP reactiv	EWS-Fli inh	S100A4 MyoIIA	E-selectin induc	FN deposit inh	RAD52 anneal inh
> COCCn1ccc2c(OCC(=O)NCc3ccc(C)cc3)cccc2c1=O
    -12	6	0.0	4	3	-0.2	2	-10
> CC(C)(O)C#Cc1ccc(N2C(c3ccsc3)=Cc3ccc(F)cc3C2c2c[nH]c3ccccc23)cc1 (configuration not stated)
    /	/	0.3	10	-1	0.2	0	-11
> Cc1cccnc1CCNC(=O)C1CCC(=O)N(Cc2cccc(F)c2)C1 (configuration not stated)
    -13	/	0.0	5	3	-0.1	/	-12
> Cc1ccc(S(=O)(=O)NC(=O)c2ccc(-c3ccc(C)c4ccccc34)o2)cc1
    1	-2	0.0	-4	-3	/	2	-31
> CC1CCCCN1CC(O)COCc1ccc(Cl)cc1 (configuration not stated)
    5	-11	/	1	-24	/	1	-35
> CCC(=O)Nc1ccc2c(c1)C(=O)N(C)C[C@H](OC)[C@@H](C)CN(C(=O)CC)[C@@H](C)CO2
    7	-1	0.0	2	-2	-0.4	9	-5
> CCOC(=O)[C@H]1[C@H]2COc3cc(OC)ccc3[C@@H]2N2C(=O)c3ccc(C)cc3NC(=O)[C@@]12C
    -6	15	0.4	14	-18	0.0	5	-14
> COc1ccc(-c2nc3ccccc3c(=O)n2CCOc2ccccc2C)cc1
    -5	34	0.3	13	3	0.1	7	-1
> O=C(CCCNC(=O)c1ccc(Cl)cc1)Nc1ccccc1C(F)(F)F
    -9	3	0.0	-2	7	0.0	0	-19
> C[C@@H]1CN([C@@H](C)CO)C(=O)c2cc(NS(=O)(=O)c3ccc(F)cc3)ccc2O[C@@H]1CN(C)C(=O)Nc1ccccc1
    1	1	0.1	4	1	-0.2	0	-23
> COc1ccc(CN(C)C[C@@H]2OCCCC[C@H](C)Oc3ccc(NS(=O)(=O)c4c(C)noc4C)cc3C(=O)N([C@H](C)CO)C[C@H]2C)cc1
    /	/	-0.8	44	-5	0.1	/	17
> CC(C)NC(=O)c1onc(CSc2ccccc2F)c1C(=O)O
    7	-3	0.0	7	-4	-0.1	-7	-5
> Cc1ccc(S(=O)(=O)N(C)c2ccc(C(=O)NCC(c3ccco3)N(C)C)cc2)cc1 (configuration not stated)
    -4	0	0.0	0	-11	/	4	-35
> O=C1OC(/C(=C\Nc2ccccc2)[N+](=O)[O-])c2ccccc21 (configuration not stated)
    4	-5	0.0	9	-3	1.6	5	-6
> CN(C)C(=O)c1cccc(-c2ccc([C@@H]3[C@@H](CO)N4C(=O)CN(C(=O)C5CCCC5)C[C@@H]34)cc2)c1
    /	/	0.0	11	-7	0.4	2	-5
> CCC(NC(=S)NC1CCCCC1)c1ccccc1 (configuration not stated)
    2	-5	-0.1	/	0	0.5	-8	0
> CN1c2ccc(-c3cccc(F)c3)cc2[C@@H]2[C@@H](CCN2C(=O)c2ccccc2F)[C@@H]1CO
    2	2	0.0	7	43	0.2	-1	9
> Cc1cc(NC(=O)CSc2nc(CC(C)(C)C)nc3c2c(=O)n(C)c(=O)n3C)no1
    4	-5	-0.1	4	-1	1.0	7	-12
> CCOC(CCn1c(SCc2cccc([N+](=O)[O-])c2)nc2ccccc2c1=O)OCC
    6	-14	0.1	18	-3	/	2	-15
> COc1ccc2c3c([nH]c2c1)[C@H](CO)N(C(=O)C1CCOCC1)CC31CN(Cc2nccs2)C1
    /	/	0.2	3	-3	-0.4	/	2
> O=C(C[n+]1ccccc1)Nc1ccccc1
    6	/	0.1	0	-2	-0.1	-6	1
> CC1CCN(c2ccc3c(c2)S(=O)(=O)c2cc(C(=O)O)ccc2C3=O)CC1
    -30	?	0.3	-24	-5	3.5	8	-230
> CCCSc1nc2sc3c(c2c(=O)[nH]1)CC(C)(CC)OC3 (configuration not stated)
    0	6	0.1	-12	-27	/	-4	-8
> NC(=O)C1CCN(C(=S)c2ccc(-c3ccc(Br)cc3)o2)CC1
    /	/	0.1	-108	-5	-0.2	0	-8
> CCCNC(=O)Nc1ccc2c(c1)C(=O)N(C)C[C@@H](OC)[C@H](C)CN(C(=O)C1CC1)[C@H](C)CO2
    0	2	0.2	3	2	0.0	-7	2
> O=C(C[C@@H]1CC[C@H](NC(=O)Nc2ccc3c(c2)OCO3)[C@H](CO)O1)NCc1ccc(F)cc1
    3	8	0.2	-22	14	-2.0	/	-1
> COc1cc(CC(=O)Nc2ccc3nc(C)sc3c2)cc(OC)c1OC
    -8	-4	0.0	1	-24	/	-14	-15
> Cc1cccc(N2CCN(S(=O)(=O)c3c(C)noc3/C=C/N(C)C)CC2)c1C
    /	-5	0.0	/	-3	0.0	-5	-71
> CO[C@@H]1CN(C)C(=O)c2cc(NC(=O)NC(C)C)ccc2OC[C@H](C)N(Cc2ccccn2)C[C@H]1C
    3	-5	0.1	-4	4	-0.2	1	2
> CCOc1cc(/C=C(\C#N)C(=O)Nc2ccccc2C(=O)O)ccc1OC(=O)c1ccc(C)cc1
    -5	-1	0.0	-4	-6	/	4	-16
> COc1ccc(C2=NN(Cc3c(F)cccc3Cl)C(=O)CC2)cc1
    /	/	0.0	6	-2	/	3	-10
> O=[N+]([O-])c1cccc(/C=C/c2ccccn2)c1
    8	?	0.2	-66	-1	/	2	2
> COCCNC(=O)c1nc2c(nnn2Cc2cc(C)ccc2C)c(=O)[nH]1
    7	-2	/	1	0	/	/	2
> C[C@@H]1CN([C@H](C)CO)C(=O)c2cccc(NC(=O)C3CCOCC3)c2O[C@H]1CN(C)C(=O)Nc1ccccc1
    1	3	-0.4	-8	-11	173*	/	-5
> C#CCOCCOCCOCCNc1nc(N2CCN(C(=O)C([C@@H](C)O)n3cc([C@@H](N)CCCCN)nn3)CC2)nc(N2CCN(C(=O)C([C@@H](C)O)n3cc([C@@H](N)CCCCN)nn3)CC2)n1 (some centres not stated)
    -6	-1	0.1	-9	16	-0.2	-9	10
> CC1(C)CC2CC(C)(CN2S(=O)(=O)c2cccc(C(=O)O)c2)C1 (configuration not stated)
    -4	2	0.1	8	1	/	6	3
> O=C(CCN1CCCCC1)NCC[C@H]1CC[C@@H](NC(=O)Cc2cccnc2)[C@H](CO)O1
    /	-8	0.1	-4	/	-0.2	0	-5
> O=C(NNC(=O)C1CCC(C(=O)NNC(=O)c2cccs2)CC1)c1cccs1 (configuration not stated)
    /	/	/	-7	0	-0.2	4	-5
> O=C(Nc1ccc(Cl)cn1)c1ccccc1SCc1ccccc1
    -1	1	0.1	0	-5	0.3	-3	-1
> O=C(NN1CC(=O)N(c2cc(Cl)cc(Cl)c2)CC1=O)c1cccs1
    1	/	0.0	3	1	0.0	-6	-4
> C[C@@H]1CN([C@H](C)CO)C(=O)Cc2cc(NC(=O)C3CCCCC3)ccc2O[C@@H]1CN(C)Cc1ccc(C(=O)O)cc1
    1	2	-1.0	0	6	0.8	/	20
> O=C(NCc1nnc(SCC(=O)N2CCCCCC2)o1)c1ccc(F)cc1
    4	-13	0.1	9	-10	/	-4	-2
> CCCCC1=CC2=CC(=O)C(C)(OC(=O)CC)C(=O)C2=CN1c1ccc(OC)cc1 (configuration not stated)
    0	11	0.0	12	5	0.2	-3	-24
> O=C(Nc1cccc([N+](=O)[O-])c1)c1ccc2c(c1)C(=O)N(c1ccccn1)C2=O
    -2	2	/	0	-17	/	6	-12
> COC1OC(CO)C(O)C(O)C1O (configuration not stated)
    -14	0	/	-2	2	/	/	-9
> C[C@@H]1CCCCO[C@@H](CN(C)C(=O)Cc2ccccc2)[C@H](C)CN([C@H](C)CO)C(=O)c2cc(NC(=O)C3CCCCC3)ccc2O1
    -5	7	-0.1	2	/	0.0	/	/
> C[C@@H]1CN([C@H](C)CO)C(=O)c2cc(NC(=O)Nc3ccccc3)ccc2O[C@H]1CN(C)Cc1ccc(Oc2ccccc2)cc1
    2	-1	0.0	22	16	3.1	/	11
> CNC(=O)C1(C)Cc2c(-c3ccc4c(c3)OCO4)ccnc2O1 (configuration not stated)
    -1	-7	0.1	-1	-15	0.4	14	-13
> CCCN1[C@@H]2c3ccc(-c4ccccc4OC)c(=O)n3C[C@@H]2[C@@H](CO)[C@@H]1C(=O)OC
    0	-3	0.4	5	2	-1.7	/	-8
> Cc1cc(=O)c(C(=O)O)cn1Nc1ccc(Cl)cc1
    11	/	/	/	3	/	8	-10
> C[C@H](CO)N1C[C@H](C)[C@@H](CN(C)C(=O)Nc2ccc(C(F)(F)F)cc2)Oc2c(NC(=O)c3ccncc3)cccc2C1=O
    3&4	3&-3	0.0&-0.1	0&-2	2&-5	-2.3&0.0	8	11&-12
> CN1CCN(C(=O)C[C@@H]2C[C@@H]3c4cc(NC(=O)C5CCC5)ccc4O[C@@H]3[C@H](CO)O2)CC1
    -6	4	0.2	-3	3	0.8	/	4
> CSc1ccc(CN2CCC(Oc3cccc(C(=O)N4CCCC4)c3)CC2)cc1
    1	4	-0.1	10	-2	-0.3	-13	-14
> CCCNC(=O)N1[C@H](CNC(C)=O)[C@H](c2ccc(C3=CCCC3)cc2)[C@@H]1CO
    -1	2	0.0	5	/	-0.1	/	/
> C[C@@H]1CN([C@H](C)CO)C(=O)c2cc(NC(=O)CCCN(C)C)ccc2O[C@H]1CN(C)C(=O)Nc1ccc2c(c1)OCO2
    -1	2	-0.1	/	15	3.6	-5	-23
> NC(=O)N/N=C/C=C/c1ccc(F)cc1
    -5	-3	0.0	-1	3	-0.2	6	-2
> CC(C)NC(=O)OC1CC2CC1[C@H]1CCCCN1C2=O (some centres not stated)
    /	/	0.0	1	-3	-0.1	21	-6
> O=C(CCCCC(=O)NCCCc1ccccc1)NCCCc1ccccc1
    -4	-4	0.0	2	4	/	7	-2
> C[C@H]1CN([C@@H](C)CO)C(=O)c2cccc(NC(=O)NC3CCCCC3)c2O[C@H]1CN(C)Cc1ccc(Cl)c(Cl)c1
    2	18	0.0	11	8	-2.0	/	11
> CN1C(=O)c2cc(NC(=O)c3cccc(C(F)(F)F)c3)ccc2OC[C@@H]2O[C@H](CC(=O)NCCN3CCCC3)CC[C@@H]21
    8	5	0.1	-9	14	0.2	0	3
> CCOc1ccc(N2C(=O)CN(CC(=O)OC)C2=S)cc1
    /	/	0.2	4	0	/	-2	-9
> CN1CCC(Oc2ccccc2Sc2ccc(C(F)(F)F)cc2)CC1
    /	/	0.1	/	0	0.0	0	7

# Assay outcomes: PubChem, Broad Institute
